FLuc modulator = counter-screen for miR-21 project: firefly luciferase inhibitors or activators; Potency, µM (titrated, usually from 57.5 µM), for the others: at the highest dose activity change, negative = inhibition, actives largely listed as inhibitors; purified FLuc, Km substrates, luminescence inhibition; P08659; AID 588342; 360,000 compounds, 6.9% hits;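 note: plate controls were vehicle for no effect and reference inhibitor for full effect; nearly all actives have a fitted effect of over 55% in size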
Target sequence (P08659 whole entry, looked up): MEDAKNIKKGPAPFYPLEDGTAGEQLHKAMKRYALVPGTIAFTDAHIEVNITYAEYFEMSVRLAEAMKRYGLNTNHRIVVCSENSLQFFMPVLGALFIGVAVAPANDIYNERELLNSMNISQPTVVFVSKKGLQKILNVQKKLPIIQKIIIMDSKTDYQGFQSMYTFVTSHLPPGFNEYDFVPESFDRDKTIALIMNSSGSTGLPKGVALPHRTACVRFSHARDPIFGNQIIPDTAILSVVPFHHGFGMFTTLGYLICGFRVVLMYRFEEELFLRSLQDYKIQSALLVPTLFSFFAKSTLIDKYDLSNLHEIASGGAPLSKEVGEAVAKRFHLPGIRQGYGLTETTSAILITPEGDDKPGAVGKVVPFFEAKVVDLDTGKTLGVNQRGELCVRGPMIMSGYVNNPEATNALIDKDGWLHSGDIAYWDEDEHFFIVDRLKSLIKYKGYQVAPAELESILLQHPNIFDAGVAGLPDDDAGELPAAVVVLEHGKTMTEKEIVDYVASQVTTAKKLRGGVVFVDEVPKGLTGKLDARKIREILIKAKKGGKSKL
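Purified P. pyralis luciferase, 10 nM final, with Km-level 10 uM D-luciferin and 10 uM ATP in 50 mM Tris acetate pH 7.5, 10 mM Mg acetate, 0.01% Tween-20, 0.05% BSA; 6-point qHTS titration about 60 µM downward; luminescence read.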
MBNL1 CUG block = MBNL1-poly(CUG) RNA binding inhibition | Q9NR56 | TR-FRET MBNL1-His/biotin-(CUG)12 binding, 665/545 ratio | Potency, µM (top dose mostly 57.5 µM), without a hit: at the highest dose activity change, negative = inhibition, actives largely listed as inhibitors | 280,000 compounds, 0.036% hits; active = well fitted inhibition curve with a large enough effect in the signal ratio, with a control signal flat, not every such curve was filed as active; inconclusive = small, poorly fitted or top-dose-only effect, or effect the other way, or a change in a side signal; inactive = no such curve, though single readings can be large or run the other way; the % refers to the signal ratio; note: % is set by controls: 0 for no effect and ±100 for the full control effect
Target sequence (Q9NR56 whole entry, looked up): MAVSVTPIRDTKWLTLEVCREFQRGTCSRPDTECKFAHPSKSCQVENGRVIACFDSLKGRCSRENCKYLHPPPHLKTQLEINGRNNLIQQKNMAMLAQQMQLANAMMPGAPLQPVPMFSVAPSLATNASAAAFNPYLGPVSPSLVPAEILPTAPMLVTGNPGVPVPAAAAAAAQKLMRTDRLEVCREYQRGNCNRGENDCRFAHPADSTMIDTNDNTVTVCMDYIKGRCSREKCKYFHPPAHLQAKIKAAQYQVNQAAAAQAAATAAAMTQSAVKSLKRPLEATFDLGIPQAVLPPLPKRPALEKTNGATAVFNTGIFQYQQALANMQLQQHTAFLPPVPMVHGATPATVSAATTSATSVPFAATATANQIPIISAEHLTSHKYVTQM
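His-tagged MBNL1 binding to biotinylated (CUG)12 RNA was measured by TR-FRET using terbium anti-His antibody (0.055 ng/ul final) and streptavidin-XL665 (5 nM final). Compounds were titrated 92 nM to 58 uM; 60 min at room temperature.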
BRCA1 expr up = activators of BRCA1 expression | MCF7-BRCA1-FFLuc reporter, luminescence, 48 h; response scale: scaled: vehicle 0%, 10 µM genistein 100% | Potency, µM (doses to about 46.1 µM), inactives show at the top dose activation, hits mostly activators | 380,000 compounds, 1.1% hits; note: nearly all actives have a fitted effect of over 80% in size; some results filed as inactive show a strong effect at the top dose
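Using MCF7 cells harboring a BRCA1 firefly luciferase reporter, plated 2 h before compound pinning, the screen measured luminescence after 48 h incubation. Responses were normalized to DMSO and 10 microM genistein, then fitted for concentration-effect.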
VP16 counter = inhibits Gal4-VP16 luciferase reporter, ROR gamma counter-screen | Drosophila S2 Gal4-VP16 UAS-luciferase, luminescence, 20 h | Potency, µM (highest dose often 53.6 µM), inactives show at the highest dose activity, negative = inhibition, hits mostly inhibitors | 310,000 compounds, 3.5% hits;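 note: Gal4-VP16 expression switched on by copper sulfate through the metallothionein promoter; % is set by controls: 0 for no effect and ±100 for the full control effect; nearly all actives have a fitted effect of over 50% in size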
Rab9 prom act = Rab9 promoter activation | Huh7 Rab9 promoter-luciferase reporter, luminescence, 24 h | Potency, µM (doses to about 9.22 µM), inactives show at the highest dose activation, negative = inhibition, hits mostly activators | 320,000 compounds, 2.8% hits | AID 485297; note: % of control where 0% means no effect; nearly all actives have a fitted effect of over 60% in size
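Huh7 reporter line, Rab9 promoter upstream of luciferase. Compound exposure 24 h at 37 °C in reduced-serum medium with 10% FBS. Read-out: luminescence.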
uPA surface inh = cell surface uPA generation inhibition. cell surface uPA generation assay, qHTS. Potency, µM (highest dose often 38.3 µM), inactives show at the top dose activity change, negative = inhibition, hits mostly inhibitors. 330,000 compounds, 0.31% hits. AID 540303; active = well fitted inhibition curve with a large enough effect; inconclusive = small, poorly fitted or top-dose-only effect; inactive = no such curve, though single readings can be large or run the other way; tested in mouse RAW 264.7 cells; note: % is set by controls: 0 for no effect and ±100 for the full control effect; nearly all actives have a fitted effect of over 55% in size
RORg inh = inhibitors of mouse ROR gamma transcriptional activity; AID 2551; Potency, µM (titrated, usually from 53.6 µM), for the others: at the top dose activity change, negative = inhibition, most hits filed as inhibitors; P51450; 310,000 compounds, 5.4% hits; Drosophila S2 Gal4-RORgamma UAS-luciferase reporter, 20 h; note: % is set by controls: 0 for no effect and ±100 for the full control effect; nearly all actives have a fitted effect of over 60% in size
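Schneider cells (Drosophila), stable Gal4 DBD–ROR gamma + UAS-luc; 1 hr cmpd preincubation; Cu2+ induction 700 uM final; 20 hr ambient; luminescence.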
ELG1 genotox = induces genotoxicity in HEK293T cells with luciferase-tagged ELG1. HEK293T ELG1-luciferase reporter, luminescence, 16 h. Potency, µM (series often up to 46 µM), without a hit: top-dose activity change, positive = activation, hits mostly activators. 330,000 compounds, 1.3% hits; note: % of control where 0% means no effect; nearly all actives have a fitted effect of over 60% in size
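16 hr compound incubation (37 °C, 5% CO2) of HEK293T cells carrying luciferase-tagged ELG1; luciferase then measured by ONE-Glo luminescence after 30 min at RT.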
NPC1 prom act = activators of NPC1 promoter | Huh7 NPC1 promoter luciferase reporter, 24 h | Potency, µM (top dose mostly 9.22 µM), inactives show at the top dose activation, actives largely listed as activators | 320,000 compounds, 2.4% hits;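 note: % of control where 0% means no effect; nearly all actives have a fitted effect of over 60% in size; reporter is driven by a mutant NPC1 promoter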
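Quantitative HTS used a cell-based reporter: Huh7 cells stably bearing the NPC1 promoter upstream of luciferase were treated with compounds for 24 h, and promoter activation was read as luminescence.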
p53 reactivation = mutant p53 re-activation in reporter cells | H1299 p53-A138V BP100-luciferase reporter, luminescence, 24 h | Potency, µM (series often up to 92.2 µM), without a hit: at the top dose activity change, positive = activation, usual class: activators | 320,000 compounds, 0.063% hits; note: % of control where 0% means no effect; nearly all actives have a fitted effect of over 45% in size
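p53-null H1299 cells stably carrying temperature-sensitive p53-A138V and a BP100-luciferase reporter were pinned with compounds (4-point, 1:5 series) and held 24 hrs at 37 deg C. Luminescence was read 10 min after detection reagent.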
Starred values were filed as active, the others as inactive; [ ] = dose if it differs, or a comment. Unless noted, calls come from the whole dose curve; as a rule, active = well fitted curve in the direction sought with a large enough effect; inconclusive = small, poorly fitted or top-dose-only effect, or another doubt; inactive = no such curve, though single readings can be large; an effect the other way counts as inactive or inconclusive. Potency is the fitted concentration of half-maximal effect. Rows are unselected, and some 13% of all compounds hit somewhere here.

`COC(=O)c1ccc(N(C(=O)c2ccco2)C(C(=O)NC2CCCC2)c2ccco2)cc1` (stereo not given) gave FLuc modulator 2%, MBNL1 CUG block -2%, BRCA1 expr up -20%, VP16 counter 1%, Rab9 prom act -3%, uPA surface inh 5%, RORg inh -38%, ELG1 genotox 2%, NPC1 prom act 0% and p53 reactivation -2%.
Screening O=C(/C=C/c1ccc(Cl)cc1Cl)Nc1cccc(S(=O)(=O)NC2=NCCCCC2)c1 returned FLuc modulator 2.4µM*, MBNL1 CUG block inconclusive, BRCA1 expr up 23%, VP16 counter -12%, Rab9 prom act 19%, uPA surface inh -5%, RORg inh inconclusive, ELG1 genotox 6%, NPC1 prom act 22% and p53 reactivation inconclusive.
Screening CCOc1ccc(C2=C(C=C(C#N)C#N)C(c3ccccc3)c3ccccc3O2)cc1 (stereo not given) returned FLuc modulator -2%, BRCA1 expr up -64%, VP16 counter -4%, Rab9 prom act -8%, uPA surface inh 1%, RORg inh inconclusive, ELG1 genotox -6%, NPC1 prom act -4% and p53 reactivation -5%.
COc1ccc(-c2cn(CCO)c(-c3ccncc3)n2)cc1 was read as FLuc modulator -2%, BRCA1 expr up 0%, Rab9 prom act -1%, uPA surface inh 12%, ELG1 genotox 4%, NPC1 prom act 0% and p53 reactivation 2%.
`COc1ccc(S(=O)(=O)N2CC3CCCN3c3cc(C(F)(F)F)ccc32)cc1` (stereo not given) gave FLuc modulator 0%, MBNL1 CUG block 6%, BRCA1 expr up -49%, VP16 counter -12%, Rab9 prom act -1%, uPA surface inh 3%, RORg inh -1%, ELG1 genotox -6%, NPC1 prom act -4% and p53 reactivation 1%.
CSc1ccccc1N=CC1=C(O)CC(C)(C)CC1=O was read as FLuc modulator -15%, MBNL1 CUG block 0%, BRCA1 expr up 16%, VP16 counter 10%, Rab9 prom act 0%, uPA surface inh -7%, RORg inh 0%, ELG1 genotox 0%, NPC1 prom act -4% and p53 reactivation -5%.
For CCN1CCN(Cc2ccc(NC(=O)CC3Oc4ccc(C)cc4NC3=O)cc2)CC1 (stereo not given) the results were FLuc modulator 5%, MBNL1 CUG block 15%, BRCA1 expr up -10%, VP16 counter 1%, Rab9 prom act -2%, uPA surface inh -15%, RORg inh -15%, ELG1 genotox 2%, NPC1 prom act 0% and p53 reactivation 3%.
`CCCCC(c1nnnn1CCOC)N1CCN(C)CC1` (stereo not given) gave FLuc modulator 10%, MBNL1 CUG block -1%, BRCA1 expr up -20%, VP16 counter -6%, Rab9 prom act -1%, uPA surface inh -2%, RORg inh -25%, ELG1 genotox 1%, NPC1 prom act -3% and p53 reactivation 0%.
Screening COc1ccc2nc(SCC(=O)N(C)C3CCCCC3)c(C#N)cc2c1 returned FLuc modulator -12%, MBNL1 CUG block 37%[activator], BRCA1 expr up -35%, VP16 counter -3%[0.365 µM], Rab9 prom act 1%, uPA surface inh -8%, RORg inh -17%, ELG1 genotox 4%, NPC1 prom act 2% and p53 reactivation -15%.
Screening Cc1ccc(CN2C3=NCCN3c3ccccc32)cc1 returned FLuc modulator 3%, MBNL1 CUG block -5%, BRCA1 expr up -17%, VP16 counter 0%, Rab9 prom act 0%, uPA surface inh -4%, RORg inh -43%, ELG1 genotox -12%, NPC1 prom act 0% and p53 reactivation -9%.
For C=CCn1c(SCC(=O)Nc2cc3oc4ccccc4c3cc2OC)nnc1-c1cnccn1 the results were FLuc modulator inconclusive, MBNL1 CUG block 3%, BRCA1 expr up -55%, VP16 counter -16%, Rab9 prom act -17%, uPA surface inh 2%, RORg inh -39%, ELG1 genotox -15%, NPC1 prom act 5% and p53 reactivation -14%.
Cc1cc(=O)[nH]c(Nc2ccc(N(C)C)cc2)n1 was read as FLuc modulator inconclusive, MBNL1 CUG block -4%, BRCA1 expr up 16%, VP16 counter 5%, Rab9 prom act -3%, uPA surface inh -6%, RORg inh -27%, ELG1 genotox -1%, NPC1 prom act -32%[inhibitor] and p53 reactivation 0%.
O=C(Nc1cccc(S(=O)(=O)Nc2ccc(Cl)cc2)c1)c1ccc2c(c1)OCCO2 was read as FLuc modulator 17µM*, BRCA1 expr up 3%, VP16 counter 0.79µM*, Rab9 prom act -21%, uPA surface inh -8%, RORg inh inconclusive, ELG1 genotox 4%, NPC1 prom act -15% and p53 reactivation 9%.
O=C(CCN1C(=O)/C(=C/c2ccccc2Cl)SC1=S)NNC(=O)c1cccnc1 was read as FLuc modulator inconclusive, MBNL1 CUG block inconclusive, BRCA1 expr up 3%, VP16 counter 1%, Rab9 prom act 2%, uPA surface inh 2%, RORg inh -26%, ELG1 genotox 3%, NPC1 prom act 0% and p53 reactivation -1%.
For COc1ccc(CCCNC(=O)CC#N)cc1OC the results were FLuc modulator 8%, MBNL1 CUG block -4%, BRCA1 expr up 3%, VP16 counter -1%, Rab9 prom act 2%, uPA surface inh 3%, RORg inh 1%, ELG1 genotox -4%, NPC1 prom act -1% and p53 reactivation 0%.
`Nc1cc(Cl)ccc1Oc1ccc(Cl)cc1` gave FLuc modulator inconclusive, MBNL1 CUG block -25%, BRCA1 expr up -25%, VP16 counter -7%, Rab9 prom act 6%, uPA surface inh 13%, RORg inh 32%, ELG1 genotox 0%, NPC1 prom act 1% and p53 reactivation 6%.
For Nc1ncnc(Sc2ccc(Cl)cc2)c1[N+](=O)[O-] the results were FLuc modulator -1%, BRCA1 expr up -35%, VP16 counter 6%, Rab9 prom act -11%, uPA surface inh -9%, RORg inh -40%, ELG1 genotox -16%, NPC1 prom act -6% and p53 reactivation 1%.
Screening C=CCOc1ccccc1CN(CCc1ccccc1)C(=O)c1cccc(S(C)(=O)=O)c1 returned FLuc modulator 0%, MBNL1 CUG block 5%, BRCA1 expr up -38%, VP16 counter -17%, Rab9 prom act 12%, uPA surface inh -4%, RORg inh -1%, ELG1 genotox -15%, NPC1 prom act -4% and p53 reactivation -7%.
COc1cc(C(=O)NCCNC(=O)c2ccc(C)nc2)cc(OC)c1OC was read as FLuc modulator -1%, MBNL1 CUG block -2%, BRCA1 expr up -6%, VP16 counter -3%, Rab9 prom act 0%, uPA surface inh -2%, RORg inh 14%, ELG1 genotox 5%, NPC1 prom act -1% and p53 reactivation 2%.
Screening O=C(NNC(=O)C1CCN(S(=O)(=O)c2cccc(C(F)(F)F)c2)CC1)C1CC1 returned FLuc modulator -1%, MBNL1 CUG block -1%, BRCA1 expr up -5%, VP16 counter 2%, Rab9 prom act -2%, uPA surface inh 0%, RORg inh 16%, ELG1 genotox 0%, NPC1 prom act -8% and p53 reactivation 3%.
CCOC(=O)c1sc(-c2ccc(Cl)cc2Cl)nc1O was read as FLuc modulator 17µM*, BRCA1 expr up 17%, VP16 counter -5%, Rab9 prom act -1%, uPA surface inh 2%, RORg inh 6%, ELG1 genotox 2%, NPC1 prom act -5% and p53 reactivation 7%.
Screening O=C1/C(=C/c2ccccc2[N+](=O)[O-])COc2ccccc21 returned FLuc modulator 17µM*, MBNL1 CUG block 6%, BRCA1 expr up -90%, VP16 counter inconclusive, Rab9 prom act -15%, uPA surface inh inconclusive, RORg inh inconclusive, ELG1 genotox -21%, NPC1 prom act -23% and p53 reactivation -11%.
For O=S(=O)(c1ccc(Cl)c(F)c1)N1CCC(c2nc(-c3ccncc3)no2)CC1 the results were FLuc modulator 8%, MBNL1 CUG block -1%, BRCA1 expr up -27%, VP16 counter -6%, Rab9 prom act -5%, RORg inh -14%, ELG1 genotox -1%, NPC1 prom act -3% and p53 reactivation -2%.
For Cc1ccc(N=CC2=C(O)CC(c3cccc(Cl)c3)CC2=O)cc1 (stereo not given) the results were FLuc modulator 5%, MBNL1 CUG block -3%, BRCA1 expr up -10%, VP16 counter inconclusive, Rab9 prom act 1%, uPA surface inh 4%, RORg inh 3%, ELG1 genotox 1%, NPC1 prom act 2% and p53 reactivation -3%.
Screening Cc1ccccc1NC(=O)NC1CCCCC1C (stereo not given) returned FLuc modulator -1%, MBNL1 CUG block 2%, BRCA1 expr up 5%, VP16 counter -11%, Rab9 prom act -2%, uPA surface inh -2%, RORg inh -26%, ELG1 genotox 2%, NPC1 prom act 2% and p53 reactivation 1%.
Screening Cc1ccc(NC(=O)C2C(c3ccccc3)C=CC(c3ccccc3)C2C(=O)O)cc1 (stereo not given) returned FLuc modulator 3%, MBNL1 CUG block -29%, BRCA1 expr up -51%, VP16 counter -3%, Rab9 prom act 1%, uPA surface inh 2%, RORg inh inconclusive, ELG1 genotox -5%, NPC1 prom act -2% and p53 reactivation 1%.

Structural class, the entries above with a nitro group on carbon.
For Nc1ncnc(Sc2ccc(Cl)cc2)c1[N+](=O)[O-] the results were FLuc modulator -1%, BRCA1 expr up -35%, VP16 counter 6%, Rab9 prom act -11%, uPA surface inh -9%, RORg inh -40%, ELG1 genotox -16%, NPC1 prom act -6% and p53 reactivation 1%.
Screening O=C1/C(=C/c2ccccc2[N+](=O)[O-])COc2ccccc21 returned FLuc modulator 17µM*, MBNL1 CUG block 6%, BRCA1 expr up -90%, VP16 counter inconclusive, Rab9 prom act -15%, uPA surface inh inconclusive, RORg inh inconclusive, ELG1 genotox -21%, NPC1 prom act -23% and p53 reactivation -11%.

Compound activity (PubChem)
